# Screening data (PubChem)
# RAM inhibit: inhibitors of the yeast RAM network, primary screen, dse1pr::URA3 reporter, 5-FOA selection. S. cerevisiae dse1pr::URA3 reporter, 5-FOA growth OD615, 2 d; analog-sensitive cbk1-as2 kinase mutant strain. inhibition, % at 50 µM. 190,000 compounds, 1.8% hits. AID 868, 2007;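 active = inhibition above a set limit, 3 SD over mean compound inhibition, cut at about 8.4% in these data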;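 note: 0% = DMSO-only wells with no growth and 100% = 10 µM 1-NA-PP1 full growth; inhibition rescues growth on 5-FOA so higher OD means more RAM inhibition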
# PPARg SRC-2 ag: agonists of PPARg-SRC-2 recruitment, primary screen, biochemical, HTS; Peroxisome proliferator-activated receptor gamma (Homo sapiens), P37231; PPARgamma LBD-SRC-2 recruitment; activation, % at 8 µM; 200,000 compounds, 0.34% hits; in the data active = activation above about 22%;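 note: 0% = vehicle and 100% = reference agonist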
# Target sequence (P37231 whole entry, looked up, the tested form may be a part): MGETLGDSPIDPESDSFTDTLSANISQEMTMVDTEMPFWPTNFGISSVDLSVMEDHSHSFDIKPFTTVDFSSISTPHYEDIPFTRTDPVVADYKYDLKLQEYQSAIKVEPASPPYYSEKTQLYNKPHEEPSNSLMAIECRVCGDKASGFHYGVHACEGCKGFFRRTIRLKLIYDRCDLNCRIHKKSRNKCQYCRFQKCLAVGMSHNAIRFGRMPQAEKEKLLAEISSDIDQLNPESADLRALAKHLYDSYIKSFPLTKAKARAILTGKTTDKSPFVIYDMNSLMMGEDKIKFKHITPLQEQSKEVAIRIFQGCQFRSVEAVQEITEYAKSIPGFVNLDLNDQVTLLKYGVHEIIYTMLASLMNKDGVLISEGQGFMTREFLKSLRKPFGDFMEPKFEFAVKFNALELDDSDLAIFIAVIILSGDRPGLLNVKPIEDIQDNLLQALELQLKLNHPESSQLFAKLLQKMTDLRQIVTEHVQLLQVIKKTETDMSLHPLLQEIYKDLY
# ROMK primary: ROMK potassium channel modulators, primary screen, cell-based, thallium flux, MLSMR library | Tet-inducible ROMK, thallium flux fluorescence; actives lie on both sides | 130,000 compounds, 2% hits | B-score at 10 µM | ATP-sensitive inward rectifier potassium channel 1 (Homo sapiens), P48048;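 active = signal ratio slope over the read window, or its plate-corrected B-score, at least 3 SD from the plate mean, either direction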;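 note: B-score of the F/F0 ratio slope over 7 to 12 s after thallium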
# PPARg SRC-3 ag: PPARgamma agonists recruiting SRC-3 coactivator, primary screen, biochemical. activation, % at 8 µM. Peroxisome proliferator-activated receptor gamma (Homo sapiens), P37231. 200,000 compounds, 0.26% hits. biochemical PPARgamma/SRC-3 coactivator recruitment assay; in the data active = activation above about 23%;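 note: 0% = DMSO and 100% = reference agonist; some compounds past the cut are filed as inactive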
# S1P3 antagonist: S1P3 receptor antagonists, primary screen, cell-based; Sphingosine 1-phosphate receptor 3 (Homo sapiens), Q99500; CHO S1P3 NFAT-BLA reporter, FRET fluorescence, antagonist mode; inhibition, % at 4.98 µM; 170,000 compounds, 0.27% hits; AID 485, 2006;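 active = inhibition above the plate cutoff, the mean inhibition of test wells on that plate plus 3 SD, cut at about 28% in these data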;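 note: cells challenged with S1P at its EC80 of 0.8 µM; blue over green emission ratio from cleaved BLA substrate after 4 h stimulation; 0% = S1P-stimulated wells and 100% = unstimulated DMSO-only wells; some compounds past the cut are filed as inactive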
# Target sequence (Q99500 whole entry, looked up): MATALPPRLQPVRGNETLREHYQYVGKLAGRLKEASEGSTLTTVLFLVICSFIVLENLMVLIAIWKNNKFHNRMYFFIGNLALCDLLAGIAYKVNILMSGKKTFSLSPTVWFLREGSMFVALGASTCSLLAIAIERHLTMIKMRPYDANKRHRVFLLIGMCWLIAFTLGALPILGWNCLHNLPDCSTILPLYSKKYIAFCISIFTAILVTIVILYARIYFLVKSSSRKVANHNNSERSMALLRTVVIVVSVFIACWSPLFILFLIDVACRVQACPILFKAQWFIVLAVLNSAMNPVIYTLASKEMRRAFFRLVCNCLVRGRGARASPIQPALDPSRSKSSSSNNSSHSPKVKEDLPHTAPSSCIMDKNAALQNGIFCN
# STAT3 activator: IL-6 driven STAT3 reporter potentiators, primary screen, U3A cells, luciferase, luminescence, MLSCN library; IL-6 STAT3-luciferase reporter; 100% = signal with IL-6 EC80 alone; activation (% of control), % at 5.6 µM; 190,000 compounds, 0.91% hits;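 active = activation above the screen-wide mean of compound activation plus 3 SD, cut at about 130% in these data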;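 note: 0% = background luminescence of wells with medium and substrate only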
#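 Material: human STAT1-deficient U3A cells with stable STAT3-luciferase reporter / Probe or stimulus: IL-6 stimulus at 33 ng/mL final / Schedule: 1 h compound pre-exposure, 6 h IL-6 stimulation, 37 °C / Technique: luminescence / Read-out basis: percent of IL-6-only median luminescence / Control set: IL-6-only high control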
# STAT1 blocker: STAT1 signaling inhibitors, primary screen, cell-based, HTS, luciferase reporter | NIH 3T3 STAT1-luciferase reporter, IFN-gamma, luminescence | inhibition, % at 5.5 µM | 200,000 compounds, 0.35% hits | AID 920, 2007;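 active = inhibition above a set limit, the mean inhibition across all tested compounds plus 3 SD, cut at about 34% in these data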;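 note: 0% = IFN-gamma with DMSO and 100% = IFN-gamma with 300 µM nifuroxazide; values of inactives mirror those of a sister screen read the other way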
# STAT3 blocker: IL-6 driven STAT3 reporter inhibitors, primary screen, U3A cells, luciferase, luminescence, MLSCN library; IL-6 STAT3-luciferase reporter; host cell line lacks STAT1; 190,000 compounds, 0.89% hits; inhibition, % at 5.5 µM; AID 862, 2007;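 active = inhibition above the mean inhibition across all screened compounds plus 3 SD, cut at about 44% in these data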;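 note: 0% = DMSO only wells and 100% = 100 µM nifuroxazide control wells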
# TLR4 MyD88 comp: inhibitors of TLR4-MyD88 association in cells, primary screen, cell-based, HeLa CL3-4, BLA complementation, FRET ratio; Toll-like receptor 4 (Homo sapiens) + Myeloid differentiation primary response protein …; HeLa CL3-4 TLR4/MyD88 BLA complementation; inhibition, % at 8.4 µM; 200,000 compounds, 0.18% hits; in the data active = inhibition above about 25%;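 note: 0% = vehicle and 100% = reference inhibitor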
# SRC2 TRFRET art: TR-FRET signal artefacts, primary screen, artefact control for PPARgamma SRC-2 agonist project, biochemical | TR-FRET artefact counter-screen; hits give high values | TR-FRET ratio at 8 µM | 200,000 compounds, 0.4% hits | AID 1049, 2008; in the data active = TR-FRET ratio above about 2000; note: inactives centre near 1500
# PPARg SRC1 recr: PPARgamma agonists recruiting SRC-1 coactivator, primary screen, biochemical; Peroxisome proliferator-activated receptor gamma (Homo sapiens), P37231; PPARgamma-SRC-1 coactivator recruitment biochemical assay; activation, % at 8 µM; 200,000 compounds, 0.41% hits; in the data active = activation above about 19%;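 note: 0% = DMSO and 100% = reference agonist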
# * hit, by the source's call; · = not tested or not shown.
SMILES,RAM inhibit,PPARg SRC-2 ag,ROMK primary,PPARg SRC-3 ag,S1P3 antagonist,STAT3 activator,STAT1 blocker,STAT3 blocker,TLR4 MyD88 comp,SRC2 TRFRET art,PPARg SRC1 recr
CCOC(=O)CSc1nnc(-c2ccccc2OC)o1,-0.7,12,·,9,8,111,-1,-9,7,1532,-1
O=C(CCc1c[nH]c2ccccc12)N=Nc1c(O)[nH]c2ccccc12,4.2,12,0.077,11,-15,83,6,24,4,1627,11
Cc1nn(Cc2ccc(F)cc2)c(C)c1NC(=O)c1cnn2cccnc12,-0.9,8,·,8,18,94,5,10,-1,1540,3
Cc1cccc(C(=O)NCC(c2ccc(F)cc2)N2CCOCC2)c1 (stereo unspecified),-0.2,5,1.3,2,4,99,3,4,-3,1557,3
O=C(CN1C(=O)c2ccccc2C1=O)Nc1ccccc1C(=O)NC1CCCCCC1,2.0,6,0.0028,1,·,104,-10,-4,-12,1519,8
Cc1ccc(OCC(=O)N2CCOCC2)cc1C,1.9,7,-1.3,-4,18,100,-24,1,-12,1585,-2
CCN(CC)c1ccc(NC(=O)c2ccc(Cl)nc2)cc1,1.6,5,·,9,·,112,-10,-2,17,1703,8
Cc1cc2nc(C3CCN(CC4COc5ccccc5O4)CC3)[nH]c2cc1C (stereo unspecified),2.5,-4,-0.87,0,14,102,-8,1,-6,1488,1
CCOC(=O)Cn1nc(C)n(-c2ccc(F)cc2)c1=O,0.4,-3,0.043,0,2,105,-6,-1,7,1522,-1
O=C(CSCc1ccccc1Cl)N1CCN(c2ccccn2)CC1,0.7,8,-1.4,0,·,104,-4,-6,-6,1401,0
CCOC(=O)C(C)Oc1cccc2c(=O)n(CC(=O)Nc3ccc4c(c3)OCCO4)ccc12 (stereo unspecified),1.4,10,·,0,10,98,2,12,-8,1530,6
CCOC(=O)CC1(c2ccccc2)CCOC(C)(C)C1 (stereo unspecified),0.8,-3,0.19,1,·,100,11,0,-3,1576,0
COCCNC(=O)c1cc(S(=O)(=O)N2CCOCC2)ccc1SCc1cccc(OC)c1OC,0.0,-7,0.61,-2,-1,103,3,8,-1,1557,-2
CCN1CCC2(CC1)N=C(c1ccc(F)cc1)C(=S)N2,1.4,14,·,3,-9,98,2,4,-4,1979*,6
Cc1cc(C)nc(SCC(=O)Nc2ccc(Br)cn2)n1,3.8,5,·,-12,4,102,4,7,7,1374,5
CCC(C)NC(=O)c1ccccc1NC(=O)/C(=C/c1ccc(OC)cc1)c1ccccc1 (stereo unspecified),5.0,1,-0.027,1,-9,106,2,-6,-3,1441,-5
Cc1nc2nc(SCC(=O)NCCN3CCOCC3)nn2c(C)c1Cc1ccccc1,0.9,3,0.65,7,·,89,-1,18,7,1540,-1
O=C1ON=C(c2ccccc2)/C1=C/c1ccco1,-1.5,2,1.2,4,-3,107,-1,-3,20,1419,5
COc1ccc(OC)c(NC(=O)C2CCCN(S(=O)(=O)c3cccc4nonc34)C2)c1 (stereo unspecified),3.6,11,0.87,13,·,96,4,2,2,1673,0
Cc1cc2ccccc2n1CCNC(=O)Cc1ccccc1,5.0,0,·,8,·,97,1,12,4,1639,10
CSc1cccc(CN2CCC(CO)(Cc3ccccc3)CC2)c1,1.7,-1,-0.075,-1,4,100,-5,5,-14,1782,-1
O=C(O)CCCCCCCCCC(=O)c1cccs1,0.3,-5,·,-7,·,96,12,6,-4,1447,8
Cc1cc(Oc2ccc(-c3ccccc3)cc2)nc(N2CCOCC2)n1,2.0,2,-0.34,-1,-19,103,3,6,-11,1331,-4
Cc1ccnc(NC(c2ccsc2)c2ccc3ccc(C)nc3c2O)c1 (stereo unspecified),-1.0,4,-1.2,0,3,100,10,10,-16,1620,6
COc1ccc(C2CC(=O)C3=C(C2)Nc2ncnn2C3c2ccccc2C)c(OC)c1 (stereo unspecified),3.2,0,·,-5,-32,89,-1,19,-6,1415,-4
NC1=NC(c2ccc(F)cc2)n2c(nc3ccccc32)N1 (stereo unspecified),2.4,6,-2.5,-3,-9,104,-3,-2,2,1513,12
COc1cc(S(=O)(=O)Nc2cccc(C(=O)O)c2)c(OC)cc1Cl,0.3,0,-0.3,3,·,98,1,3,9,1497,2
Cn1cnc2cc(NCc3cccs3)ccc21,1.3,5,·,7,-22,100,-14,4,-4,1730,11
CCN(c1ccccc1)S(=O)(=O)c1ccc(Cl)c(NC(=O)Nc2ccc(Cl)cc2C#N)c1,3.6,12,-0.48,-1,14,109,3,-10,-39,1676,9
CCCc1ccc(-c2cc(C(=O)N/N=C/c3ccc([N+](=O)[O-])o3)c3ccccc3n2)cc1,1.2,6,-0.045,-6,·,60,24,48*,1,1507,2
O=C(Cn1c(=O)oc2cc(S(=O)(=O)N3CCCC3)ccc21)NC1CCCc2ccccc21 (stereo unspecified),4.8,-4,·,0,1,99,5,2,7,1467,-7
O=C(NCCN1CCc2ccccc2C1)Nc1ccc(F)cc1,-0.3,-1,·,3,-37,105,2,-6,3,1525,0
CCCS(=O)(=O)N1CCCC(c2nc(-c3ccc(OC)cc3)no2)C1 (stereo unspecified),0.1,8,-1.2,1,·,93,-2,12,7,1265,-4
COc1ccccc1NC(=O)Cn1nnc(-c2ccccc2NS(=O)(=O)c2ccccc2)n1,1.2,9,-0.8,1,10,91,9,13,5,1569,1
CCc1nnc(NC(=O)C2Cc3ccccc3CN2S(=O)(=O)CC)s1 (stereo unspecified),1.7,7,-0.76,3,-8,90,1,17,-12,1606,6
CC(=O)N=C1SC2CS(=O)(=O)CC2N1c1ccccc1Cl (stereo unspecified),1.8,-6,1,-6,13,100,-3,3,-1,1623,4
CC12C=CC3(O1)C(C(=O)N1CCCOC13)C2C(=O)O (stereo unspecified),0.7,7,0.13,5,-17,98,4,5,4,1565,3
Cc1ccc(C(=O)NN(CCC(=O)NC(C)(C)C)C2=NS(=O)(=O)c3ccccc32)cc1,9.6*,4,-0.049,1,-5,100,7,-3,-7,1682,-1
O=C(CCS(=O)(=O)c1ccccc1)Nc1ccccc1F,0.5,-5,-0.031,2,-8,98,-7,10,14,1500,10
Fc1ccccc1COc1ccc(-c2nnn(Cc3ccccc3F)n2)cc1,2.2,10,·,1,·,82,3,27,-9,1638,-1
CC(C)c1ccc(NC(=S)NNC(=O)c2cccs2)cc1,0.4,-2,-0.38,2,-12,100,-50,7,-3,1547,-10
CCS(=O)(=O)N1CCC(C(=O)NCc2ccc(F)cc2Cl)CC1,2.1,-1,·,0,2,100,5,6,-9,1546,4
CCN(CC)S(=O)(=O)c1cc(NC(=O)COC(=O)c2ccc(NC(=O)CC#N)cc2)ccc1C,4.0,-2,0.87,6,-3,102,-14,9,2,1465,13
O=C(C1CC(c2ccccc2O)=NO1)N1CCCC1 (stereo unspecified),-0.3,5,0.081,4,2,100,-3,3,0,1660,4
N#CC(c1ccccc1)c1ccc(=O)[nH]n1 (stereo unspecified),-0.8,0,-0.032,0,-16,102,1,4,-11,1361,-2
O=C(CC1C(=O)NCCN1Cc1cccc(Oc2ccccc2)c1)NCCn1cccn1 (stereo unspecified),1.6,5,-0.39,4,-10,104,3,-3,-4,1680,15
C[N+]1(CC2COC3(CCCCC3)O2)CCCC1 (stereo unspecified),2.6,-2,-0.19,2,-1,96,4,3,-14,1517,0
COc1ccc(C(=O)C2CCCN(C(=O)Cc3c(C)noc3C)C2)cc1OC (stereo unspecified),2.6,2,-0.95,-4,-50,106,-2,-6,-11,1489,1
Cc1cc(C)n2nc(C(=O)Nc3ccc4c(c3)OCO4)cc2n1,4.7,0,1,-4,·,78,-32,30,0,1383,-2
CC(C(=O)N1CCOCC1)N1C(=O)c2cccc3cccc(c23)C1=O (stereo unspecified),1.4,1,0.19,3,2,97,0,10,-5,1614,-1
Cc1ccc(C2CC(c3cccs3)n3nc(N)nc3N2)cc1 (stereo unspecified),2.1,-11,1.2,-6,·,79,-4,28,5,1258,4
C/C=C/C=[N+](\[O-])C(C)/C(=N/O)c1ccc(F)cc1 (stereo unspecified),1.4,10,0.94,5,-20,99,-1,9,-12,1476,2
Oc1ccccc1-c1cc(C(F)(F)C(F)F)nc(-c2ccccc2)n1,5.0,-6,·,-3,6,98,-10,6,-3,1552,-2
Cc1ccc(N2CCN(C(=O)N3CCCC3)CC2)cc1Cl,2.7,3,-0.94,6,43,83,23,23,8,1332,-8
Cc1cc(C)n(CC(=O)Nc2cccc(C(F)(F)F)c2)n1,1.3,-8,-0.99,-3,-11,108,-7,-3,14,1668,-3
Cc1ccc(N(CC(=O)N2CCOCC2)S(=O)(=O)c2ccccc2)cc1,-0.5,0,·,-1,·,100,9,4,-11,1565,0
CCN=C1S/C(=C\c2sccc2C)C(=O)N1CC,1.7,4,·,0,3,117,-33,-20,-2,1440,1
COc1cc2c(cc1OC)C(CC#N)=NC(C)(C)C2,0.0,6,0.4,2,·,113,2,-9,-3,1552,1
Cc1cccc(NC(=O)Nc2cnccn2)c1,0.2,14,2.3,1,-9,80,-10,28,-10,1777,9
CCOCCCn1c(=S)[nH]c2cc(C(=O)NCCOC)ccc2c1=O,0.4,4,-0.61,-3,·,96,7,7,2,1678,9
COc1ccc(NCc2nc3ccccc3n2CCOc2ccc(C)cc2)cc1,-0.3,21,-1,9,4,94,3,5,2,1737,11
Cc1ccc(NS(=O)(=O)c2ccc(C(=O)OCC(=O)NCC3CCCO3)cc2)cc1 (stereo unspecified),1.5,3,-0.71,1,0,105,-6,1,1,1880,8
COc1ccc(C(=O)NC(=S)Nc2ccccc2[N+](=O)[O-])cc1OC,2.3,6,·,-2,-12,89,2,17,-1,1481,-8
